TCR-CD3 inh = blocks the human TCR-CD3 interaction. TAMRA-labeled TCR probe fluorescence, biochemical. inhibition, % at 9.4 µM. 360,000 compounds, 0.37% hits. AID 651800; in the data active = inhibition above about 19%;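 note: recombinant mutant TCR 2C K166C tagged with TAMRA read by polarization; 0% = receptor in buffer alone and 100% = receptor with positive control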
PRMT1 FP inh = blocks human protein arginine methyltransferase 1. recombinant PRMT1, activity-based probe fluorescence polarization. inhibition, % at 2.79 µM. 370,000 compounds, 1.3% hits. AID 652257;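 active = inhibition above about 21% made by adding two undisclosed values, limit read from the data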
DDE Tn7 FP inh = disrupts Tn7 cyclic peptide binding to fibrin D-Dimer-E complex; P02675; FP displacement of FITC-Tn7 peptide from fibrin DD(E); 0% = median of compound wells per plate; inhibition, % at 8.3 µM; 370,000 compounds, 0.13% hits; AID 720508;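 active = inhibition above the mean of compounds falling within the control limits plus 3 SD of them, cut at about 14% in these data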;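 note: 0% = plate median of compound wells and 100% = 10 µM Aha-Tn7 peptide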
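System: human fibrin DD(E); quantity: Fibrin-DD(E) at 2 µM final; also added: fluorescent Tn7 probe at 0.1 µM; compound dosing: single nominal test concentration of 8.3 µM per compound; schedule: 10 min preincubation, 3 h with tracer, room temperature; detection: fluorescence polarization of the labelled Tn7 tracer; repeats: one replicate per compound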
UHRF1 MBD2 ctr = human UHRF1 methylated DNA binding inhibitors. Q96T88. UHRF1 binding to methylated oligo, TR-FRET. inhibition, % at 4.4 µM. 370,000 compounds, 0.75% hits; in the data active = inhibition above about 21%;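 note: UHRF1 SRA domain binding a hemimethylated CpG hairpin DNA probe; 0% = median of test compound wells and 100% = reference inhibitor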
SIAE inh = human SIAE inhibition, primary screen; Q9HAT2; SIAE FP-Rh probe binding, fluorescence polarization; inhibition, % at 9.66 µM; 370,000 compounds, 0.69% hits; AID 1053197;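 active = inhibition above a cutoff: mean of compounds within the control limits plus 3 SD of those, cut at about 17% in these data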;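 note: 0% = plate median of compound wells and 100% = probe without SIAE protein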
Target sequence (Q9HAT2 whole entry, looked up): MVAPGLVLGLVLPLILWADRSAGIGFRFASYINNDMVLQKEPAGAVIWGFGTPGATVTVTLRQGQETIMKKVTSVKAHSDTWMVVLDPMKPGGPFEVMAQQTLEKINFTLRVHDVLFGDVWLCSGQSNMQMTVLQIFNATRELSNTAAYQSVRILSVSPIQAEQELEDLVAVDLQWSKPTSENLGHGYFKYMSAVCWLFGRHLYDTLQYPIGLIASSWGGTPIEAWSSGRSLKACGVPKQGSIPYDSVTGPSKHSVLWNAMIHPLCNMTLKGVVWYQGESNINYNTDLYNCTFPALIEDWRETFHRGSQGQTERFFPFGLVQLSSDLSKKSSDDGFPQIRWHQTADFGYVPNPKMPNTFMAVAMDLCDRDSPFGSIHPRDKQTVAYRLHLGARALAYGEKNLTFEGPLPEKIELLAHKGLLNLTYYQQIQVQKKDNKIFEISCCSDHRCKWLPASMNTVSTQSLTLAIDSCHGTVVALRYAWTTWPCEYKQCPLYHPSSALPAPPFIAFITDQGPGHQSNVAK
LEDGF integ inh = blocks HIV-1 LEDGF/p75-dependent DNA integration | TR-FRET IN-LEDGF/p75 DNA integration, Eu/Cy5 | inhibition, % at 3.7 µM | 370,000 compounds, 0.64% hits | AID 743269;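 active = inhibition above the screen-wide mean plus 3 SD, cut at about 13% in these data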;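 note: signal is the Cy5 over europium emission ratio at 671 and 618 nm; 0% = plate median of compound wells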
DDE Tn6 FP inh = inhibitors of Tn6 peptide binding to human fibrin DD(E) | Fibrin DD(E) TRITC-Tn6 fluorescence polarization displacement | inhibition, % at 8.3 µM | 370,000 compounds, 0.21% hits;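 active = inhibition above a per-campaign cutoff: mean of compounds within control limits plus 3 SD, cut at about 15% in these data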;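 note: 0% = median of all compound wells on the plate and 100% = blocking peptide control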
MBD2 inh = inhibitors of human MBD2 binding to methylated oligonucleotide; Q9UBB5; TR-FRET; inhibition, % at 4.4 µM; 370,000 compounds, 0.31% hits; in the data active = inhibition above about 13%
TDP2 inh = TDP2 (human) inhibition, absorbance primary screen; O95551; recombinant TDP2, T5PNP hydrolysis, p-nitrophenol absorbance 415 nm; inhibition, % at 12.8 µM; 370,000 compounds, 0.34% hits; AID 720702;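 active = inhibition above the mean of all tested compounds plus 3 SD, set per campaign, cut at about 25% in these data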;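 note: 0% = DMSO with enzyme and 100% = buffer with substrate but no TDP2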
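Assay system: Recombinant human TDP2 | Quantity: 120 nM TDP2 per well | Incubation: 2 h at 37 °C | Signal: Epi absorbance | Evaluation: Percent inhibition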
proKLK7 act = activates the human kallikrein-7 zymogen; purified proKLK7, EDANS-DABCYL substrate fluorescence; 100% is mature enzyme control, 0% vehicle; activation, % at 7 µM; 370,000 compounds, 0.9% hits;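 active = activation above the mean of all tested compounds plus 3 SD, computed per campaign excluding outliers beyond control limits, cut at about 13% in these data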
Target sequence (P49862 whole entry, looked up): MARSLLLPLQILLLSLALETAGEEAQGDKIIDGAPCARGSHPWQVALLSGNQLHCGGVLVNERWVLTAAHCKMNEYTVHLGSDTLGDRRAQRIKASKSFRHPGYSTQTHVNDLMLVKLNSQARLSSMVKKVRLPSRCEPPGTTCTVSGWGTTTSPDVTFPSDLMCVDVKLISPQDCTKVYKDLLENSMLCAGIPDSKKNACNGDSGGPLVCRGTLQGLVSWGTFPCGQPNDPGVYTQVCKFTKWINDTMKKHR
Numbers without * were called inactive.

SMILES	TCR-CD3 inh	PRMT1 FP inh	DDE Tn7 FP inh	UHRF1 MBD2 ctr	SIAE inh	LEDGF integ inh	DDE Tn6 FP inh	MBD2 inh	TDP2 inh	proKLK7 act
COc1ccccc1C(=O)N1N=C(c2ccc(NS(C)(=O)=O)cc2)CC1c1cccs1 (centres undefined)	-4	3	0	4	7	-5	4	1	0	-0.9
CC(=O)Nc1ccccc1OCC(=O)NC(C)c1ccc(F)cc1 (centres undefined)	18	-2	-1	2	8	1	1	1	6	-0.7
CN1C(=O)C(CC(=O)Nc2ccccc2)S/C1=N/c1nccs1 (centres undefined)	-3	0	2	2	-8	-3	3	-2	4	0.2
COc1ccc(Br)c(C(=O)NC2CCCC2)c1	-3	4	4	-3	-4	-3	-6	3	-2	0.1
CC1(/[N+]([O-])=C/c2ccc(F)cc2)CCCCC1=O (centres undefined)	-10	7	0	2	-2	-3	7	0	3	0.2
COc1ccccc1CN1CC(C(=O)NCCn2ccc(C)n2)CCC1=O (centres undefined)	3	-1	-6	1	16	3	-9	3	13	0.6
N#C/C(C(=O)c1ccccc1)=C1/CCCCCN1	-1	1	1	3	-5	0	-1	4	-13	-0.3
CCCCN(CC)S(=O)(=O)N1CCC(C(=O)NCCCN2CCOCC2)CC1	0	-3	0	-4	13	2	0	-3	17	0.5
COc1ccc(C2CCCN2C(=S)Nc2cccc(Cl)c2)cc1OC (centres undefined)	2	-8	7	-2	0	1	-1	-5	11	0.7
COc1ccc(Cl)cc1NC(=O)c1oc(C)nc1C	4	4	-6	-1	13	6	-3	-7	-11	0.4
C#CCOCCOCCOCCNc1nc(N2CCOCC2)nc(N2CCN(C(=O)CCCCCCCCCCNC(=O)[C@H](CO)n3cc(CCCSC)nn3)CC2)n1	-4	-1	-4	8	1	0	6	2	1	-0.1
CC(C)(C)C(=O)Nc1cc(S(=O)(=O)N2CCCCC2)ccc1N1CCCCC1	-2	4	6	21	-11	-2	-9	14*	-9	0.1
Cc1ccc(-n2c(C)cc(/C([O-])=C(/C(=S)Nc3ccc(F)c(Cl)c3)[n+]3ccccc3)c2C)cc1	-18	4	1	-4	-3	-1	-8	-1	3	0.5
COc1ccc(Br)cc1/C=N/NC(=O)CN1CCN(Cc2ccccc2)CC1	-2	-2	8	3	2	5	1	-3	-8	0.5
CC(NC(=O)c1cc(S(=O)(=O)N2CCOCC2)cn1C)c1ccccc1 (centres undefined)	2	-3	4	0	1	-2	1	0	4	0.3
CC1(C(=O)OCC(=O)Nc2ncc(Cl)cc2Cl)CC1(Cl)Cl (centres undefined)	10	3	0	-1	0	1	5	0	-4	-0.3
O=C(CN1CCCCC1)N=Nc1c(O)[nH]c2ccccc12	-5	4	-1	-3	-4	0	-8	1	-5	0.1
Cc1c(NS(=O)(=O)c2ccccc2)c(=O)n(-c2ccccc2)n1C	4	-2	-4	0	-5	4	1	-3	-4	0.1
CC(C)CN(CC(C)C)C(=O)Cc1coc2ccc3ccccc3c12	-3	1	2	2	-6	-1	-4	4	-10	-1.2
O=C(NCCCC1CCCC1)C1CCC(=O)N(Cc2ccc(Cl)cc2)C1 (centres undefined)	2	0	14*	2	-2	-6	-4	3	-2	0.1
O=C(Nc1nnc(Cc2ccccc2F)s1)Nc1ccccc1F	12	-3	4	0	-5	0	1	-2	-3	-0.5
CCCCCc1nc2c(C#N)c(-c3ccc(Cl)cc3)ccn2n1	9	2	3	-2	1	-3	10	-2	-5	0.2
COc1cc(CC(=O)Nc2nccs2)cc(OC)c1OC	7	-5	5	-2	4	2	1	-3	-1	0.5
Cn1ccnc1SCCNC(=O)CCc1nnc(CCc2ccccc2)o1	-6	0	-3	6	0	-4	-3	0	-9	0.4

16 entries from above, ordered by SMILES length, falling.
SMILES	TCR-CD3 inh	PRMT1 FP inh	DDE Tn7 FP inh	UHRF1 MBD2 ctr	SIAE inh	LEDGF integ inh	DDE Tn6 FP inh	MBD2 inh	TDP2 inh	proKLK7 act
C#CCOCCOCCOCCNc1nc(N2CCOCC2)nc(N2CCN(C(=O)CCCCCCCCCCNC(=O)[C@H](CO)n3cc(CCCSC)nn3)CC2)n1	-4	-1	-4	8	1	0	6	2	1	-0.1
Cc1ccc(-n2c(C)cc(/C([O-])=C(/C(=S)Nc3ccc(F)c(Cl)c3)[n+]3ccccc3)c2C)cc1	-18	4	1	-4	-3	-1	-8	-1	3	0.5
COc1ccccc1C(=O)N1N=C(c2ccc(NS(C)(=O)=O)cc2)CC1c1cccs1 (centres undefined)	-4	3	0	4	7	-5	4	1	0	-0.9
CC(C)(C)C(=O)Nc1cc(S(=O)(=O)N2CCCCC2)ccc1N1CCCCC1	-2	4	6	21	-11	-2	-9	14*	-9	0.1
COc1ccc(Br)cc1/C=N/NC(=O)CN1CCN(Cc2ccccc2)CC1	-2	-2	8	3	2	5	1	-3	-8	0.5
Cc1c(NS(=O)(=O)c2ccccc2)c(=O)n(-c2ccccc2)n1C	4	-2	-4	0	-5	4	1	-3	-4	0.1
O=C(NCCCC1CCCC1)C1CCC(=O)N(Cc2ccc(Cl)cc2)C1 (centres undefined)	2	0	14*	2	-2	-6	-4	3	-2	0.1
CC1(C(=O)OCC(=O)Nc2ncc(Cl)cc2Cl)CC1(Cl)Cl (centres undefined)	10	3	0	-1	0	1	5	0	-4	-0.3
CN1C(=O)C(CC(=O)Nc2ccccc2)S/C1=N/c1nccs1 (centres undefined)	-3	0	2	2	-8	-3	3	-2	4	0.2
COc1ccc(C2CCCN2C(=S)Nc2cccc(Cl)c2)cc1OC (centres undefined)	2	-8	7	-2	0	1	-1	-5	11	0.7
Cn1ccnc1SCCNC(=O)CCc1nnc(CCc2ccccc2)o1	-6	0	-3	6	0	-4	-3	0	-9	0.4
O=C(CN1CCCCC1)N=Nc1c(O)[nH]c2ccccc12	-5	4	-1	-3	-4	0	-8	1	-5	0.1
O=C(Nc1nnc(Cc2ccccc2F)s1)Nc1ccccc1F	12	-3	4	0	-5	0	1	-2	-3	-0.5
COc1cc(CC(=O)Nc2nccs2)cc(OC)c1OC	7	-5	5	-2	4	2	1	-3	-1	0.5
COc1ccc(Cl)cc1NC(=O)c1oc(C)nc1C	4	4	-6	-1	13	6	-3	-7	-11	0.4
COc1ccc(Br)c(C(=O)NC2CCCC2)c1	-3	4	4	-3	-4	-3	-6	3	-2	0.1

Additional compounds follow:
SMILES	TCR-CD3 inh	PRMT1 FP inh	DDE Tn7 FP inh	UHRF1 MBD2 ctr	SIAE inh	LEDGF integ inh	DDE Tn6 FP inh	MBD2 inh	TDP2 inh	proKLK7 act
CN1CCc2c(sc(NC(=O)C3CCCCC3)c2C(N)=O)C1	0	-5	0	3	7	-1	-4	-5	1	-1.0
CCc1c(C)nc(SCC(=O)c2ccc(C)c(C)c2)[nH]c1=O	-4	0	4	-1	-2	0	-5	-5	3	-0.3
COc1ccc(N(C)C(=O)C2CCN(S(=O)(=O)c3cccc4nonc34)CC2)cc1	1	0	2	0	1	-1	11	-2	3	0.2
CCOCCn1c(SCCCc2ccccc2)nc2c1c(=O)[nH]c(=O)n2C	0	1	-5	4	-3	2	-5	1	-3	0.3
CC[C@]12c3[nH]c4cc(CCC(=O)N(C)C)ccc4c3CCN1C(=O)[C@@H](CC(=O)NCCC1=CCCCC1)C[C@@H]2C(=O)N1CCN(C(=O)c2ccco2)CC1	-5	3	0	0	4	-3	5	5	-10	0.4
CCC(C)NC(=O)CSc1nc2ccsc2c(=O)n1-c1ccc(OC)cc1 (centres undefined)	5	-7	-2	-1	1	0	2	-6	0	0.3
COc1ccc(CN2CCc3ccc(NC(=O)CCc4ccccc4OC)cc3C2)c(O)c1	-1	-1	-5	5	1	0	-1	-4	11	-0.4
CC(C)[C@H](NC(=O)OCc1ccccc1)C(=O)NCc1ccccc1	-7	7	4	6	-5	0	-6	1	-12	0.1
C/C(=N\NC(=O)c1ccccc1F)c1cccc(NC(=O)c2ccc(C)cc2)c1	5	3	-1	-1	0	-4	-6	6	4	0.7
O=C(Nc1ccc(Cl)cc1)C1CC2CCCC(C1)C2=O (centres undefined)	-1	5	2	7	-2	-2	3	1	-7	-0.3
CC(NC(=O)C1CC1)C(c1cccs1)N1CCOCC1 (centres undefined)	-4	-1	-5	-1	7	1	4	1	1	0.6
O=c1oc(CCCO)cc2ccc(/C=C/c3cccc([N+](=O)[O-])c3)cc12	-3	3	2	-3	-43	-1	-1	7	8	0.9

Grouped by structure, the compounds so far containing a cyano group.
SMILES	TCR-CD3 inh	PRMT1 FP inh	DDE Tn7 FP inh	UHRF1 MBD2 ctr	SIAE inh	LEDGF integ inh	DDE Tn6 FP inh	MBD2 inh	TDP2 inh	proKLK7 act
N#C/C(C(=O)c1ccccc1)=C1/CCCCCN1	-1	1	1	3	-5	0	-1	4	-13	-0.3
CCCCCc1nc2c(C#N)c(-c3ccc(Cl)cc3)ccn2n1	9	2	3	-2	1	-3	10	-2	-5	0.2

Additional entries.
SMILES	TCR-CD3 inh	PRMT1 FP inh	DDE Tn7 FP inh	UHRF1 MBD2 ctr	SIAE inh	LEDGF integ inh	DDE Tn6 FP inh	MBD2 inh	TDP2 inh	proKLK7 act
O=C1CN2C(=Nc3ccc(Br)cc3C2c2ccccc2)CCN1 (centres undefined)	12	-4	4	12	4	0	8	-5	-1	-0.2
COc1ccc(-c2noc(C(C)n3nc(C)c([N+](=O)[O-])c3C)n2)cc1OC (centres undefined)	5	-1	1	-3	-2	-4	3	4	4	-0.1
Cc1ccc(N(C(=O)CNC(=O)c2ccco2)C(C(=O)NC2CCCCC2)c2cccnc2)cc1 (centres undefined)	0	0	5	-1	-1	0	1	3	11	0.4
CC(C)C(NS(=O)(=O)c1ccc2c(c1)C(C)(C)C(=O)N2C)C(=O)NCc1ccc(F)cc1 (centres undefined)	3	-2	-3	-1	1	-2	5	4	-3	0.2
O=[N+]([O-])c1ccc(F)cc1F	4	0	1	0	-2	-2	5	-3	-3	-0.6
N#Cc1ccc(C23OCCN2CCn2c3c3ccccc3[n+]2[O-])cc1 (centres undefined)	4	0	-8	0	8	1	2	3	2	2.8
O=C(Nc1cc(C(F)(F)F)ccc1-n1cncn1)C1CC1	1	3	-5	1	-1	0	-4	-3	-4	-0.1
CCCCNC(=O)c1cc2ccccc2s1	0	-1	-3	1	4	1	-3	0	1	0.5
Nc1ccc2[nH]ncc2c1	-1	-2	-3	-8	8	4	-5	-13	11	0.9
Cc1cc(=O)[nH]c(N/N=C/c2cn(CCC#N)nc2-c2ccccc2)n1	5	-3	9	-2	3	-3	5	2	-1	0.1
CCCCN1C(=O)C(NC(=O)CC(C)C)(C(F)(F)F)C2=C1CC(C)(C)CC2=O (centres undefined)	-2	-1	5	-1	3	-5	-5	2	14	0.2
CCOC(=O)c1[nH]c2ccc(Br)cc2c1NC(=O)CNC	0	-3	-1	-3	5	3	4	-3	2	0.0

No enrichment for hits. Share with any hit: about 4.6%.
